# HKDC1 inh – HKDC1 (human) hexokinase inhibition. AID 493160. inhibition, % at 20 µM. Q2TB90. actives 0.16% (n = 340,000). recombinant HKDC1, G6PDH/diaphorase resazurin coupled fluorescence;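 active = inhibition above about 35% when tested at 20 µM, limit read from the data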;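 note: plate controls were DMSO wells with enzyme for no effect and DMSO wells lacking enzyme for full effect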
# Target sequence (Q2TB90 whole entry, looked up): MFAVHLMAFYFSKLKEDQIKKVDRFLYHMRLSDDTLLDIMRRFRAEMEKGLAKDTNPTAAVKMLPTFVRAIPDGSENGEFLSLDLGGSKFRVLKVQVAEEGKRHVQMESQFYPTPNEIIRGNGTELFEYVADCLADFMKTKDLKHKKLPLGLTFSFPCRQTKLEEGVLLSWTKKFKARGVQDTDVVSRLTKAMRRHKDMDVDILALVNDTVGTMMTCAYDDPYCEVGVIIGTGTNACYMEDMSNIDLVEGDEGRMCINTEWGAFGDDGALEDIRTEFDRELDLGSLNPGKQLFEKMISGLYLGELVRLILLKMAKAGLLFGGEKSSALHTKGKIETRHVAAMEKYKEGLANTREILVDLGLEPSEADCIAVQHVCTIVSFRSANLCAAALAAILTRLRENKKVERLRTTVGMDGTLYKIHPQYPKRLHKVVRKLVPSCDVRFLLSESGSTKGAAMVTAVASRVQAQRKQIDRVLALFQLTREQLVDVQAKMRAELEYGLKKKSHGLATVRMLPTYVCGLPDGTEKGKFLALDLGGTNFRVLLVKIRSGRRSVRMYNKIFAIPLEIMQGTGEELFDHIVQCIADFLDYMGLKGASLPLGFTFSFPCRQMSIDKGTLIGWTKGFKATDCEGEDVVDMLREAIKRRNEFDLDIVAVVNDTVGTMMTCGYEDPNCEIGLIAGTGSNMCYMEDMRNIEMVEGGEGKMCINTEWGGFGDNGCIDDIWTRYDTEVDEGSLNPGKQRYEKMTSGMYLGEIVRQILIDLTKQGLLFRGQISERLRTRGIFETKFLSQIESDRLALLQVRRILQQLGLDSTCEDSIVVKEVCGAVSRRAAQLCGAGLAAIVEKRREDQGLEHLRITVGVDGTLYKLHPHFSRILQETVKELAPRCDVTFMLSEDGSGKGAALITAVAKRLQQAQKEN
#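 Material: recombinant HKDC1 hexokinase; Amount: HKDC1 at 5 µg/mL; Medium: Tris pH 8.0 buffer with MgCl2, Tween-20, BSA, BME; Schedule: 90 min reaction incubation at room temperature, dark; Technique: coupled resazurin fluorescence, excitation 525 nm, emission 613 nm.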
# Gli-Sufu antag – Gli-Sufu pathway antagonism | Sufu-KO-LIGHT fibroblasts, Gli luciferase reporter luminescence | inhibition, % at 5 µM | actives 0.74% (n = 340,000);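 active = inhibition above about 55%, limit read from the data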;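 note: 0% = DMSO-treated cells and 100% = wells with medium but no cells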
# SENP7 inh – SENP7 protease inhibition; actives 1.5% (n = 330,000); inhibition, % at 5 µM; Q9BQF6; recombinant SENP7, Z-RLRGG-aminoluciferin luminescence, 40 min;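 active = inhibition above about 50% at the single test dose, limit read from the data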;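 note: plate controls were DMSO with enzyme for no effect and no enzyme buffer wells for full effect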
# Jurkat NFkB inh – lowers PMA/ionomycin-induced NF-kB signal in Jurkat cells. PMA/ionomycin-induced NF-kB luciferase reporter, luminescence. inhibition, % at 4 µM. actives 0.53% (n = 330,000). AID 435003
# UBC13 inh – human UBC13 polyubiquitination inhibition; UBC13 polyubiquitin chain formation, TR-FRET; actives 0.47% (n = 330,000); inhibition, % at 20 µM; P61088; in the data active = inhibition above about 45%, passing the limit was not always enough; inconclusive = no clear call, values can overlap the other calls
# Target sequence (P61088 whole entry, looked up): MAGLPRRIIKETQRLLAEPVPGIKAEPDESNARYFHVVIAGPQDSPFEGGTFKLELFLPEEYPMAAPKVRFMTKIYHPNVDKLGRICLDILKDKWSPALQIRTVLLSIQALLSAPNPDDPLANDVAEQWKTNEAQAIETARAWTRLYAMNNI
# 697 NFkB inh – lowers PMA/ionomycin-induced NF-kB signal in 697 B cells | 697 B-cell NF-kB luciferase reporter, 16 h | inhibition, % at 4 µM | actives 0.33% (n = 330,000); in the data active = inhibition above about 35%
# Apaf1 inhib – inhibitors of human Apaf-1 apoptosome | O14727 | reconstituted apoptosome caspase-3 activity, DEVD-Rh110 fluorescence | inhibition, % at 20 µM | actives 0.71% (n = 330,000) | AID 489030; active = inhibition of at least 40% at 20 µM;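 note: plate controls were DMSO wells for no effect and DEVD-CHO caspase inhibitor wells for full effect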
#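 Material: cell-free apoptosome with Apaf-1, procaspase-3 and caspase-9; Buffer or medium: Hepes pH 7.5 with detergent and BSA; Reagent: cytochrome c trigger plus (Z-DEVD)2-Rh110 caspase-3 substrate; Times: compound with Apaf-1, dATP, procaspase-3 30 min, then 50 min reaction, room temperature; Technique: Rh110 fluorescence intensity.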
# SENP8 inh – inhibitors of human SENP8 protease. actives 1.2% (n = 330,000). purified SENP8, Z-RLRGG-aminoluciferin cleavage, luminescence. Q96LD8. inhibition, % at 10 µM
# * hit, by the source's call; ? = inconclusive. Cut-off read from the data, not from the text of the source, unless noted: active = inhibition above about 50%; inactive = the rest.
(1) Cc1cccc(N=Cc2cc3c(cc2[N+](=O)[O-])OCO3)c1
(2) C[C@H]1CN([C@@H](C)CO)C(=O)Cc2cc(NC(=O)CCC(F)(F)F)ccc2O[C@H]1CN(C)S(C)(=O)=O
(3) CC1CCCN(CCCNC(=O)c2cn(C)c3ccc(S(=O)(=O)N(C)C4CCCCC4)cc3c2=O)C1 (centres undefined)
(4) COc1ccc(-c2csc(NC(=S)NC(=O)c3cc4ccccc4o3)n2)cc1Br
(5) CC(=O)Nc1ccc(NC(=O)C(=O)NCC(c2ccco2)N2CCc3ccccc3C2)cc1 (centres undefined)
(6) O=C(CCN1C(=O)C2C3CCC(C3)C2C1=O)Nc1ccccc1Cl (centres undefined)

Assay by compound	1	2	3	4	5	6
HKDC1 inh	20	-1	-2	-3	-4	-6
Gli-Sufu antag	6	-9	19	13	-1	-8
SENP7 inh	-3	0	0	5	-5	-9
Jurkat NFkB inh	-13	-129	2	-1	10	-9
UBC13 inh	-24	4	6	-10	-7	-1
697 NFkB inh	-19	19	-10	-12	1	-15
Apaf1 inhib	35	12	-1	9	7	1
SENP8 inh	-5	-4	4	4	1	-14

(7) COc1ccc(C(=O)NNC(=O)c2cc3ccccc3cc2O)cc1
(8) CC(OC(=O)Cn1[nH]c(=O)c2ccccc2c1=O)C(=O)Nc1ccccc1[N+](=O)[O-] (centres undefined)
(9) CCN1CCN(c2nc3c(c(=O)n(C)c(=O)n3C)n2CCSc2nccc(C)n2)CC1
(10) CC(C)[C@H](NC(=O)CCCn1nnc2ccccc2c1=O)C(=O)O
(11) COc1ccc(NC(=O)c2oc3ccccc3c2NC(=O)C2CCCO2)cc1OC (centres undefined)
(12) Cn1c(CCC(N)=O)nnc1SCC(=O)Nc1cc(S(=O)(=O)N2CCCC2)ccc1Cl

Assay by compound	7	8	9	10	11	12
HKDC1 inh	-2	-1	-5	-11	0	-4
Gli-Sufu antag	2	-7	6	0	-55	-6
SENP7 inh	-6	3	-3	4	2	0
Jurkat NFkB inh	1	12	4	-8	-33	4
UBC13 inh	3	4	-13	-3	2	-3
697 NFkB inh	-21	10	-5	-5	8	8
Apaf1 inhib	-11	0	3	-19	8	-3
SENP8 inh	-5	9	-17	7	7	-11

# 3 of the entries above in order of the 697 NFkB inh value, low to high:
no.	SMILES	697 NFkB inh
9	CCN1CCN(c2nc3c(c(=O)n(C)c(=O)n3C)n2CCSc2nccc(C)n2)CC1	-5
12	Cn1c(CCC(N)=O)nnc1SCC(=O)Nc1cc(S(=O)(=O)N2CCCC2)ccc1Cl	8
8	CC(OC(=O)Cn1[nH]c(=O)c2ccccc2c1=O)C(=O)Nc1ccccc1[N+](=O)[O-] (centres undefined)	10

# (listing goes on)
(13) O=C(O)c1[nH]c2ccccc2c1C(c1cc(Br)ccc1O)c1c(C(=O)O)[nH]c2ccccc12
(14) O=C(Nc1nnc(C2=COCCO2)o1)c1ccc(Cc2ccccc2)cc1
(15) Cn1c(=O)n(C)c2cc(NC(=O)CSc3nnc(-c4ccccc4O)n3-c3ccccc3)ccc21
(16) COc1ccc2c(c1)[N+](C)(C)C(C)(C)C=C2C
(17) CCC(C(=O)NCCC(C)C)n1ccc2cc(S(=O)(=O)N3CCCCC3)ccc21 (centres undefined)
(18) O=C(Cc1ccccc1[N+](=O)[O-])NCCC1=CCCCC1

Assay by compound	13	14	15	16	17	18
HKDC1 inh	18	-2	-4	-12	1	-5
Gli-Sufu antag	1	5	14	10	67*	-30
SENP7 inh	-8	-6	5	-2	6	-1
Jurkat NFkB inh	-22	-12	7	13	17	1
UBC13 inh	-23	-23	7	5	-1	7
697 NFkB inh	-65	4	36*	18	-35	4
Apaf1 inhib	11	-5	-2	-6	19	-5
SENP8 inh	24	-7	-4	-1	0	5

(19) Cc1nn(-c2ccccc2)c2c1C(O)n1c(nc3ccccc31)S2 (centres undefined)
(20) COc1ccc(S(=O)(=O)Nc2ccc3cn[nH]c3c2)cc1C
(21) COc1ccccc1CNS(=O)(=O)c1ccc2c(c1)CC(C)N2C(=O)C1CCC1 (centres undefined)
(22) COc1ccc(C2CC(c3cccs3)=NN2C(=O)CSC2=NCCS2)cc1 (centres undefined)
(23) Cc1cc(C)nc(N/N=C/c2cc3c(cc2[N+](=O)[O-])OCO3)n1
(24) COC(=O)N/N=C/c1cn(CCOc2ccccc2)c2ccccc12

Assay by compound	19	20	21	22	23	24
HKDC1 inh	-3	4	1	4	-5	-1
Gli-Sufu antag	7	1	21	15	-6	-13
SENP7 inh	4	6	11	-8	8	3
Jurkat NFkB inh	3	-20	21	-9	-5	-29
UBC13 inh	-4	3	-3	12	-21	-5
697 NFkB inh	-5	-15	-57	3	23	-8
Apaf1 inhib	7	1	3	4	-4	1
SENP8 inh	6	-5	-8	-3	3	-1

(25) COc1ccc(/C=C/C(=O)C2(O)CCCCC2)cc1
(26) CNC(=O)CNC(=O)Nc1ccc(Cl)c(Cl)c1
(27) CC1(C)C(c2ccccc2)=NC(c2ccc(Br)cc2)N1O (centres undefined)
(28) N#Cc1c(C(F)(F)F)cc(-c2cccs2)nc1SCC(=O)O
(29) CCS(=O)(=O)c1ccc(-c2csc(-c3ccccc3)n2)c(Cl)c1Cl
(30) Cc1ccc(-n2c(SCc3cn4ccsc4n3)nc3ccccc3c2=O)cc1

Assay by compound	25	26	27	28	29	30
HKDC1 inh	0	-3	12	10	1	-10
Gli-Sufu antag	6	1	8	3	-5	-4
SENP7 inh	-6	4	0	4	1	2
Jurkat NFkB inh	-7	-6	2	1	-30	12
UBC13 inh	-7	6	5	4	1	3
697 NFkB inh	1	21	14	-11	-26	12
Apaf1 inhib	13	5	1	-2	16	23
SENP8 inh	-4	-2	-1	2	-11	1

(31) CC(=O)c1cc(-c2ccccc2)n(CCC(=O)NCc2cccs2)c1C
(32) COc1ccccc1N1CCN(C(CNS(=O)(=O)c2ccccc2)c2cccnc2)CC1 (centres undefined)
(33) CC1(C)CC(=O)C2=C(C1)N(Cc1ccc(F)cc1)C(=O)C2(NC(=O)c1cccnc1)C(F)(F)F (centres undefined)
(34) CCCCC1(C)NC(=O)N(CC(=O)Nc2ccc(Cl)cc2C)C1=O (centres undefined)
(35) CC1CCN(S(=O)(=O)N2CCN(C(=O)c3ccc4c(c3)OCO4)CC2)CC1
(36) NC(=O)NCc1cccc(Cl)c1

Assay by compound	31	32	33	34	35	36
HKDC1 inh	-8	3	0	-8	-8	7
Gli-Sufu antag	3	8	7	-3	2	-6
SENP7 inh	3	-5	3	6	-3	4
Jurkat NFkB inh	-16	-7	-10	2	-7	-7
UBC13 inh	-1	-6	3	2	5	3
697 NFkB inh	12	-2	15	7	-3	1
Apaf1 inhib	1	6	-8	4	5	-5
SENP8 inh	-5	-7	-2	-5	-2	8

(37) O=C(NCc1ccco1)C1CC(O)CN1C(=O)Nc1ccccc1 (centres undefined)
(38) O=C(c1cc([N+](=O)[O-])cc([N+](=O)[O-])c1)N(c1ccccn1)c1ccccn1
(39) CC1CCN(C(=O)c2cc3nc(C4CC4)cc(C(F)(F)F)n3n2)CC1
(40) CCOC(=O)[C@H]1[C@H]2COc3ccccc3[C@@H]2N2C(=O)CN(Cc3ccccc3)C(=O)[C@@]12C
(41) N=c1ccn(Cc2ccc(Cl)cc2)cc1
(42) COC(=O)C1CCN(c2nc3ccccc3nc2C(C#N)C(=O)OCC(C)C)CC1 (centres undefined)

Assay by compound	37	38	39	40	41	42
HKDC1 inh	-6	-7	-1	6	-2	-3
Gli-Sufu antag	8	-17	4	-5	31	7
SENP7 inh	7	-1	8	-7	11	5
Jurkat NFkB inh	7	7	3	12	21	4
UBC13 inh	1	3	-8	11	-8	-9
697 NFkB inh	12	-3	-27	8	-3	-22
Apaf1 inhib	2	-14	9	5	-9	35
SENP8 inh	-1	-1	5	9	0	1

(43) COCCOC(=O)c1c(NC(=O)CNC2CCCc3ccccc32)sc(C(N)=O)c1C (centres undefined)
(44) CC(C)Cc1ccc(C#N)c(SCC(N)=O)n1
(45) Cc1ccc(NC(=O)c2oc3ccccc3c2C)nc1
(46) Cc1ccc(-c2csc3ncnc(SCC(N)=O)c23)cc1
(47) COc1ccc(Cl)cc1N/C(N)=N/c1nc(CSc2ccc(C)cc2)cc(=O)[nH]1
(48) CCn1c(SCC(=O)NC2CCCCC2C)nnc1-c1ccc(OC)cc1 (centres undefined)

Assay by compound	43	44	45	46	47	48
HKDC1 inh	3	-14	0	10	-11	8
Gli-Sufu antag	7	-1	-48	-6	19	-17
SENP7 inh	-3	-1	47	9	-13	-5
Jurkat NFkB inh	11	10	-122	14	9	4
UBC13 inh	1	15	-1	-4	-21	-3
697 NFkB inh	-8	5	-120	11	-14	21
Apaf1 inhib	-10	-23	18	-6	10	3
SENP8 inh	-10	2	15	0	-3	-14

(49) COC(=O)c1cc(C)nc2c1c(C)nn2-c1ccccc1
(50) O=C(Nc1ccccc1OC(F)F)c1ccc(S(=O)(=O)N2CCCC2)cc1
(51) CC(=O)N1c2ccc(S(=O)(=O)N3CCCC(C(=O)Nc4ccc(F)cc4)C3)cc2CC1C (centres undefined)
(52) CC1(C)CC(=O)C(C(C2=C(O)CC(C)(C)CC2=O)c2cccs2)C(=O)C1 (centres undefined)
(53) N#Cc1ccc(-c2ccc3c(c2)OCO3)nc1SCC(=O)OCc1ccccc1
(54) O=C(CNC(=O)c1cc2c(n(-c3ccccc3)c1=O)CCCC2=O)c1ccccc1

Assay by compound	49	50	51	52	53	54
HKDC1 inh	-1	-2	-1	-3	3	-2
Gli-Sufu antag	-6	-15	14	2	6	13
SENP7 inh	3	-10	-4	10	9	-2
Jurkat NFkB inh	2	-4	16	5	-21	1
UBC13 inh	18	-8	10	-11	?	-16
697 NFkB inh	-9	0	9	-1	-4	-16
Apaf1 inhib	7	14	9	4	17	4
SENP8 inh	-5	-10	3	-4	4	-9

# Compounds listed so far that contain a nitro group on carbon, in the order listed:
(1) Cc1cccc(N=Cc2cc3c(cc2[N+](=O)[O-])OCO3)c1
(8) CC(OC(=O)Cn1[nH]c(=O)c2ccccc2c1=O)C(=O)Nc1ccccc1[N+](=O)[O-] (centres undefined)
(18) O=C(Cc1ccccc1[N+](=O)[O-])NCCC1=CCCCC1
(23) Cc1cc(C)nc(N/N=C/c2cc3c(cc2[N+](=O)[O-])OCO3)n1
(38) O=C(c1cc([N+](=O)[O-])cc([N+](=O)[O-])c1)N(c1ccccn1)c1ccccn1

Assay by compound	1	8	18	23	38
HKDC1 inh	20	-1	-5	-5	-7
Gli-Sufu antag	6	-7	-30	-6	-17
SENP7 inh	-3	3	-1	8	-1
Jurkat NFkB inh	-13	12	1	-5	7
UBC13 inh	-24	4	7	-21	3
697 NFkB inh	-19	10	4	23	-3
Apaf1 inhib	35	0	-5	-4	-14
SENP8 inh	-5	9	5	3	-1

# (cont.)
(55) CC(C)C(=O)Nc1cccc(NC(=O)c2ccc(Cl)cc2Cl)c1
(56) COc1ccc(S(=O)(=O)N(C)CC(=O)NCc2cccnc2)cc1OC
(57) O=C(c1ccncc1)c1ccc(NC(=O)c2cccs2)cc1
(58) Cc1ccc(NC(=O)c2cc(NC(=O)c3ccco3)ccc2N2CCCCC2)cc1
(59) CC1Oc2ccccc2N(Cc2cccnc2)C1=O (centres undefined)
(60) NC(=O)COC(=O)c1ccccc1OCc1ccccc1Cl
(61) COc1ccccc1N1CCN(CCCNC(=O)Nc2ccccc2C)CC1
(62) O=c1cc(CO)occ1OCc1c(F)cccc1Cl

Assay by compound	55	56	57	58	59	60	61	62
HKDC1 inh	-10	-13	-1	-4	14	-3	2	-1
Gli-Sufu antag	-4	-7	-10	22	3	23	1	-2
SENP7 inh	1	-2	1	4	-5	1	-17	-2
Jurkat NFkB inh	-9	7	-9	-1	6	11	-1	-1
UBC13 inh	7	5	-5	5	7	6	3	1
697 NFkB inh	18	13	-26	12	-4	-6	13	15
Apaf1 inhib	0	-19	-7	28	-16	0	8	-3
SENP8 inh	3	4	-8	-6	-5	3	-9	8

# Screens (PubChem BioAssay)
